Mtb FBA inh = inhibits M. tuberculosis FBA enzyme; purified M. tuberculosis FBA, fluorescence read-out; hit rate 2.3% among 360,000; inhibition, % at 1 µM; P9WQA3; in the data active = inhibition above about 27%;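 also: 0% = vehicle and 100% = reference inhibitor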
Target sequence (P9WQA3 whole entry, looked up): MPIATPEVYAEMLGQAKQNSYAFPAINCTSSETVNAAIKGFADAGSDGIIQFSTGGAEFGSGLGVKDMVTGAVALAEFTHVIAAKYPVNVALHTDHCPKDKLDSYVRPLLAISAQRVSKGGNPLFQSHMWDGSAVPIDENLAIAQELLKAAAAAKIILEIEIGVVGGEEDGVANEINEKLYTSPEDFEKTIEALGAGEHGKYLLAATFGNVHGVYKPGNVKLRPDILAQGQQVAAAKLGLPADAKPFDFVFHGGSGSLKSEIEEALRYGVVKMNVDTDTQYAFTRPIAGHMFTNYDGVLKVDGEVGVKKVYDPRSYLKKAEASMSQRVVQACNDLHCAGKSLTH
GDH-TPI counter = inhibits GDH-TPI coupling enzymes, artifact for Mtb FBA screen; hit rate 1.2% among 360,000; AID 588335; GDH-TPI coupled enzyme counterscreen, NADH absorbance; inhibition, % at 4.8 µM; in the data active = inhibition above about 30%;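 also: 0% = DMSO wells and 100% = wells lacking the enzyme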
MazF activator = MazEF (E. coli) toxin RNase activation | FAM/BHQ RNA-DNA oligo cleavage fluorescence, 5 h | activation, % at 20 µM | hit rate 0.32% among 350,000; in the data active = activation above about 50%
Target sequence (P0AE70 whole entry, looked up): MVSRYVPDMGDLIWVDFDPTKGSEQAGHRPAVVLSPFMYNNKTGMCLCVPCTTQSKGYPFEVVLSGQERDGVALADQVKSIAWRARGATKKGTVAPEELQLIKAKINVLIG
PriA SSB inh = blocks PriA binding to SSB C-terminal tail. AID 1272365. hit rate 0.6% among 430,000. inhibition, % at 33 µM. AlphaScreen SSBct-PriA binding, biotinylated peptide; in the data active = inhibition mostly above about 37%, no sharp cut-off; inactive = mostly below about 20%;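 also: plate controls were negative control peptide for no effect and reference peptide for full effect; strong numbers were not always called active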
DUSP3 inh = blocks human VHR1 dual specificity phosphatase; recombinant VHR phosphatase, pNPP absorbance; inhibition, % at 13.3 µM; AID 1654; hit rate 0.52% among 290,000; in the data active = inhibition above about 50%; also: some compounds called inactive have numbers as strong as hits
Target sequence (P51452 whole entry, looked up): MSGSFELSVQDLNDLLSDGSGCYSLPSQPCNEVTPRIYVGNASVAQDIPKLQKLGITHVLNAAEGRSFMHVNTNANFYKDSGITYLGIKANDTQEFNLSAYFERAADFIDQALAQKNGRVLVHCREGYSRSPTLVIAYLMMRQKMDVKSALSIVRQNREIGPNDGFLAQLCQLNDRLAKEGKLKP
Rv3671c inh = Rv3671c (M. tuberculosis) protease inhibition | P9WHR9 | inhibition, % at 5.96 µM | hit rate 0.048% among 320,000; in the data active = inhibition above about 38%;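 also: extracellular domain of Rv3671c used as enzyme; 0% = enzyme with DMSO and 100% = no enzyme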
Target sequence (P9WHR9 whole entry, looked up, the tested form may be a part): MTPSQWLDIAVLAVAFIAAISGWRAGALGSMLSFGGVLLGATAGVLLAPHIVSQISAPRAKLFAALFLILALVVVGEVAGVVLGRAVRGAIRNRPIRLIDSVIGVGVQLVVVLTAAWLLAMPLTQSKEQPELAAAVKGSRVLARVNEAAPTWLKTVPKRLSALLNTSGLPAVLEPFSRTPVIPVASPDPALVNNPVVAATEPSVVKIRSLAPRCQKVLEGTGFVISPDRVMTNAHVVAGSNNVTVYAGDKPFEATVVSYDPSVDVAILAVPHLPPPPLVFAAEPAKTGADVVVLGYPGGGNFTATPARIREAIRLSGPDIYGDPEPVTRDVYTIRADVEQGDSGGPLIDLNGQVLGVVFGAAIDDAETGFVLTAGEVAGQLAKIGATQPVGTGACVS
BH1578 lux ind = induces V. cholerae light production without autoinducers; V. cholerae BH1578 lux reporter, luminescence, 6 h; activation, % at 18.7 µM; hit rate 0.16% among 350,000; AID 588436; in the data active = activation mostly above about 9.7%, no sharp cut-off; also: not every result past the cut was called active; inactives centre near 0; reference of the scale not given here
UGM FP inh = Mtb UDP-galactopyranose mutase inhibition | P9WIQ1 | purified UGM, fluorescence polarization probe displacement | inhibition, % at 10 µM | hit rate 0.06% among 320,000; in the data active = inhibition above about 10%, passing the limit was not always enough
SARS 3CLpro inh = SARS-CoV 3CLpro protease inhibition; P0C6X7; recombinant SARS-CoV 3CLpro, quenched FRET peptide cleavage; inhibition, % at 6 µM; hit rate 0.14% among 290,000; in the data active = inhibition above about 12%
BioA inh = blocks M. tuberculosis BioA enzyme activity. purified M. tuberculosis BioA enzyme, plate reader. inhibition, % at 9.99 µM. hit rate 0.096% among 360,000; in the data active = inhibition above about 40%
An asterisk follows results filed as active; i = inactive; · = no result given; + = active, no number.

SMILES	Mtb FBA inh	GDH-TPI counter	MazF activator	PriA SSB inh	DUSP3 inh	Rv3671c inh	BH1578 lux ind	UGM FP inh	SARS 3CLpro inh	BioA inh
CCOC(=O)[C@H]1[C@H]2COc3ccccc3[C@@H]2N2C(=O)CN(CC3CCCO3)C(=O)[C@@]12C (some centres not stated)	-3	-4	5	-4	·	1	2.8	-3.8	·	-0.8
COc1ccc(-n2c(=O)cc(N3CC(C)OC(C)C3)[nH]c2=O)cc1 (configuration not stated)	-1	-2	7	-3	25	1	i	1.7	-3	-1.0
CC(C)c1ccc(CNNC(=O)c2ccccc2)cc1	2	-3	2	-9	-22	-1	-0.7	-1.8	-1	-0.8
CC(=O)Nc1ccc(N2CCN(Cc3ccccc3)CC2)cc1	0	-6	13	5	24	-12	i	2.0	-2	-0.1
C=CCn1c(C)cc(C2=NNC(=NCC)SC2)c1C	-3	17	1	29	-6	-12	i	4.4	-1	·
Cc1c(C(=O)O)sc2ncn(C)c(=O)c12	3	-3	1	-12	-2	4	0.1	1.6	-3	-1.2
O=C1CC(c2cc(-c3ccccc3)no2)C1	-2	16	-2	-20	29	-6	-0.4	0.1	-4	0.5
O=S(=O)(c1ccccc1)c1nc(-c2ccco2)oc1NCCN1CCOCC1	0	11	-2	-14	-19	3	-0.2	-3.8	5	0.4
CCN(CC(=O)N1CCN(Cc2ccccc2)CC1)S(=O)(=O)c1ccccc1	-2	-3	7	-11	12	9	i	-3.2	2	1.9
CCOC(=O)c1c(C)c(C(=O)NCc2ccccn2)c(C)n1CC	-1	-4	0	6	-8	2	0.9	0.0	1	·
CCCn1cnc2c(c1=O)c1nc3ccccc3nc1n2CCc1ccccc1	8	11	24	-4	10	-3	0.9	-5.2	-6	·
COc1ccc(C2SCCN2C(=O)c2ccc([N+](=O)[O-])cc2)cc1 (configuration not stated)	0	-3	2	3	12	2	i	1.1	5	2.2
NC(=O)NCCCC(=O)OCC(=O)c1ccc2ccccc2c1	8	6	1	0	10	-6	-0.3	1.4	1	·
COc1ccc(-n2c(C)nn(C)c2=O)c(OC)c1	2	-4	-2	-5	21	-4	i	3.5	0	-0.5
COc1ccc(CNC(=O)CSc2nc3ccc(N)cc3s2)cc1	1	8	-3	-5	5	1	i	-1.5	2	·
CC(C)C(=O)N=C1SC2CS(=O)(=O)CC2N1Cc1ccc(Cl)cc1 (configuration not stated)	2	-9	3	-11	-8	1	-0.8	0.9	-3	·
CC(=O)N1CCN(CC(=O)Nc2ccccc2Sc2ccccc2)CC1	-1	3	-1	-20	4	-17	-0.4	0.3	-1	·
O=C1COc2ccc(C(=O)COC(=O)c3ccccn3)cc2N1	4	-1	5	-5	·	1	-0.2	-0.1	·	-1.1
Cc1c2c(nc3ccccc13)CC(C)(C)CC2=O	4	7	-2	1	15	-6	-1.4	3.5	0	·
O=C1COc2ccc(C(=O)c3ccccc3)cc2CN1	-1	-2	9	-6	14	3	1.9	-2.5	-1	1.0
COc1ccc(C(=O)CCNc2ccc3c(c2)OCCO3)cc1	3	0	2	11	-29	-3	i	1.0	0	-0.4
CC1CCCC(NC(=O)Nc2cccs2)C1C (configuration not stated)	-7	4	6	-13	13	7	0.9	2.7	1	-2.8
COc1ccc(-c2ccc(C(=O)NCc3cccs3)c3occc23)c(C)c1	16	4	·	·	·	·	-0.6	·	·	-0.6
Cc1sc2nc(CN(Cc3cccs3)C(=O)C3CC3)[nH]c(=O)c2c1C	0	-2	3	5	10	0	i	-0.1	3	0.7
COC(=O)N/N=C/c1cn(CCCOc2ccc(C)cc2)c2ccccc12	-1	12	0	·	-7	11	-0.5	-3.5	5	-0.1
CN1C(=O)C(=Cc2cn(CC(=O)N3CCCC3)c3ccccc23)C(=O)N(C)C1=O	-11	7	-5	-10	12	-11	-0.6	4.3	0	-2.2
Cc1nn(-c2ccc(F)cc2)c2c1cc(C#N)c1nc3ccccc3n12	17	-1	7	-18	2	3	-0.4	-0.8	-8	-0.6
CS(=O)(=O)Nc1ccc(C2=NN(C(=O)c3ccco3)C(c3ccco3)C2)cc1 (configuration not stated)	-3	28	8	1	-8	·	i	-1.0	1	7.9
COc1ccccc1NC(=O)Nc1ccnn1C1CCN(C(=O)c2ccccn2)CC1	1	3	0	2	-4	-1	-3.6	-1.5	0	0.9
O=C1NN(c2ccc(F)cc2)C(=O)/C1=C\C=C\c1ccco1	-3	11	0	-2	-10	3	-0.1	-0.3	5	1.2
COC(=O)[C@@H]1[C@@H](C)OC(=O)N[C@H]1c1ccccc1	2	13	9	7	4	0	-0.2	1.6	-4	-0.9
CCNc1nc(SCCOc2ccc(Br)cc2)nc(N(C)C)n1	-4	-3	0	-18	14	-16	1.0	-0.2	3	·
CC(C)C(=O)NC(NCC1CCCO1)C(Cl)(Cl)Cl (configuration not stated)	2	-5	6	-3	3	-5	·	-0.7	-4	-1.5
CN(C1CCCCC1)S(=O)(=O)c1ccc(Cl)c(C(=O)O)c1	1	4	2	3	6	-11	i	2.1	7	-1.5
COC(=O)CCc1sc(NC2CCCCC2)nc1-c1ccc(OC)cc1	6	2	-3	-15	14	8	-0.2	-1.7	2	·
CCC1CCCCN1C(=O)/C=C/c1ccc2c(c1)OCO2 (configuration not stated)	3	21	7	-1	13	4	i	-0.8	-1	0.8
O=C(NCCNC(=O)c1ccccn1)c1cccc(F)c1	-1	-2	-28	-12	22	-2	-0.3	1.5	-3	0.3
CC(C)(C)n1ncc2c(=O)n(CC(=O)NC3CCCCC3)cnc21	-5	-5	6	-2	-9	-3	·	-2.6	0	-0.2
COc1ccc(/C=C/C(=O)Nc2cccc(F)c2)cc1S(=O)(=O)N1CCOCC1	-2	13	14	-9	15	-7	-4.5	0.6	1	6.7
O=C1CN(C(=O)N[C@@H](Cc2ccccc2)C(=O)N[C@H](Cc2ccccc2)C(=O)O)c2ccccc2N1	3	8	-2	-5	8	1	-0.4	4.2	-1	0.5
CCOC(=O)c1c(C)nn(-c2ccc(NC(=O)/C=C/C(=O)O)cc2)c1C	0	-2	2	-5	-12	1	-0.5	0.0	2	-0.5
COc1cc(/C=C/C(=O)OCC(=O)NC2CCS(=O)(=O)C2)ccc1OC(F)F (configuration not stated)	8	12	-2	-2	·	-5	i	1.3	·	1.2
COC(=O)c1cc(-c2cccs2)nn1-c1ccccc1	0	0	4	-20	22	-7	i	-0.6	-1	·
CCc1ccc(CNC(=O)Cc2ccc(NC(=O)C3=C(C)OCCS3)cc2)cc1	1	-4	9	0	51*	4	-1.0	-0.4	-2	-0.3
N=C1C(c2ccccc2)=C(O)CN1c1cccc(O)c1	1	5	8	-12	16	7	-0.2	3.5	1	·
O=C(c1cc(-c2ccccc2)nn1CC1CC(c2cccnc2)=NO1)N1CCOCC1 (configuration not stated)	3	7	1	0	·	3	-2.9	-2.5	·	2.7
COc1ccc(C2(CNC(=O)c3ccco3)CCOCC2)cc1	-5	5	5	14	7	2	-0.4	1.5	-6	-0.5
Cc1ccc(NC(=O)COC(=O)c2cccnc2Cl)cc1S(=O)(=O)N1CCOCC1	3	3	-1	-1	·	-5	-0.9	-0.1	·	0.4
CC(=O)c1sc2ccccc2c1OC(=O)c1ccco1	1	1	4	-4	15	61*	i	-0.2	5	0.6
Nc1cc(C(=O)O)ccc1Sc1ccccc1C(=O)O	-5	2	1	-7	-15	0	-0.3	0.4	0	·
Cc1c(C(=O)OCc2ccc(F)cc2)sc2nc3n(c(=O)c12)CCC3	2	14	12	1	·	5	-0.7	2.7	·	·
Cc1ccc2ccccc2c1NC(=O)Cn1nnc(-c2cccnc2)n1	7	7	2	-8	13	-2	-0.6	2.1	8	·
Cc1cc(NC(=O)CCCS(=O)(=O)c2nc(-c3cccs3)cc(C(F)(F)F)n2)no1	52*	39*	-2	-13	11	-6	i	-0.7	3	14
O=C(COC(=O)c1cccnc1Cl)Nc1ccccc1OC(F)F	0	-2	10	-4	22	2	-0.3	-1.4	2	·
S=C(NCc1ccc(Cl)cc1)N1CCN(c2ccccn2)CC1	3	0	10	-11	11	3	-1.4	0.9	1	·
Cc1cc(OCC(=O)OCC(=O)N2CC(C)CC(C)C2)ccc1Cl (configuration not stated)	-2	-4	-6	1	·	-2	-0.3	-0.3	·	-0.9
CCN1CCN(C(=O)c2cc3c(OC)c(OC)c(OC)cc3[nH]2)CC1	1	10	-6	64*	34	-2	i	-1.2	4	-1.9
Cc1cc(OC(C(=O)O)c2ccccc2)c2c(C)c(Cc3ccccc3)c(=O)oc2c1 (configuration not stated)	46*	23	-3	2	4	-1	4.0	-0.1	7	0.7
COC1CCCN(Cc2nc(Cc3ccccc3F)no2)C1 (configuration not stated)	2	-1	12	-9	21	3	-0.6	0.7	3	-2.0
Cc1c(C)c2ccc(O)c(CN3CCN(C)CC3)c2oc1=O	+	14	6	3	36	·	i	-1.3	-1	-0.1

Full records, looked up by structure. Values in the order: Mtb FBA inh	GDH-TPI counter	MazF activator	PriA SSB inh	DUSP3 inh	Rv3671c inh	BH1578 lux ind	UGM FP inh	SARS 3CLpro inh	BioA inh
Entry for COc1cc(/C=C/C(=O)OCC(=O)NC2CCS(=O)(=O)C2)ccc1OC(F)F (configuration not stated) = 8	12	-2	-2	·	-5	i	1.3	·	1.2
Entry for Cc1cc(OC(C(=O)O)c2ccccc2)c2c(C)c(Cc3ccccc3)c(=O)oc2c1 (configuration not stated) = 46*	23	-3	2	4	-1	4.0	-0.1	7	0.7
Entry for O=C(c1cc(-c2ccccc2)nn1CC1CC(c2cccnc2)=NO1)N1CCOCC1 (configuration not stated) = 3	7	1	0	·	3	-2.9	-2.5	·	2.7
Entry for CCOC(=O)c1c(C)nn(-c2ccc(NC(=O)/C=C/C(=O)O)cc2)c1C = 0	-2	2	-5	-12	1	-0.5	0.0	2	-0.5

(more compounds)
SMILES	Mtb FBA inh	GDH-TPI counter	MazF activator	PriA SSB inh	DUSP3 inh	Rv3671c inh	BH1578 lux ind	UGM FP inh	SARS 3CLpro inh	BioA inh
COc1ccc(N2CCN(C(c3ccccc3OC)c3nnnn3C3CCCC3)CC2)cc1 (configuration not stated)	0	-1	1	17	7	·	i	·	3	-0.9
CCOC(=O)N1CCN(C(=O)CCSc2ccc(Cl)cc2)CC1	2	-6	3	-14	4	-12	i	2.3	1	-0.8
CCOC(=O)C1CCN(C(=O)C2CCN(S(=O)(=O)N3CCC4(CC3)OCCO4)CC2)CC1	-1	-5	13	0	-2	0	i	-1.8	-6	1.3
CC(=O)C1C(c2ccc(F)cc2)NC(=O)NC1(O)C(F)(F)F (configuration not stated)	-1	-1	-4	-2	10	6	-0.6	0.1	2	·
COCCOc1ccc(C(F)(F)F)cc1NC(=O)c1ccccc1F	0	2	5	-1	-10	1	-0.2	0.7	5	·
Cc1ccn2cc(CCNC(=O)Cc3cccs3)nc2c1	22	1	5	-4	16	7	-0.3	-2.8	-4	-0.4
Cn1c(N2CCOCC2)nc2c1c(=O)n(Cc1ccc(Cl)cc1)c(=O)n2C	0	-2	-4	-11	·	-2	-0.2	-0.1	-1	4.9
O=C(c1ccc(NS(=O)(=O)c2cccc(F)c2)cc1)N1CCCC1	-5	4	4	4	2	1	-0.3	2.0	-2	0.8
CCN(CC)C(=O)COc1ccc2c(-c3ccccc3)cc(=O)oc2c1	0	13	6	-9	25	19	-0.1	0.2	-2	16
O=S(=O)(Nc1ccc(N2CCCCC2)cc1)c1ccc(F)c(F)c1	1	10	3	33	-10	-8	-0.2	-2.8	-3	·
C[C@H](CO)N1C[C@H](C)[C@@H](CN(C)C(=O)Nc2ccc(C(F)(F)F)cc2)Oc2ccc(NC(=O)Nc3ccc(C(F)(F)F)cc3)cc2C1=O	-2	-2	-3	2	·	-194	-0.7	-1.0	·	-1.8
Cc1ccc(-c2nnc(Nc3ccc(CC(N)=O)cc3)c3ccccc23)cc1S(=O)(=O)NCCO	-1	28	9	-24	16	-7	-3.0	2.8	0	-0.4

Limited to Mtb FBA inh and SARS 3CLpro inh (2 entries from above):
SMILES	Mtb FBA inh	SARS 3CLpro inh
COc1ccc(N2CCN(C(c3ccccc3OC)c3nnnn3C3CCCC3)CC2)cc1 (configuration not stated)	0	3
CCOC(=O)N1CCN(C(=O)CCSc2ccc(Cl)cc2)CC1	2	1

Screening results (PubChem)

An excerpt; count on the stated rates, not on these rows.
